# CYP2C19 act – human CYP2C19 activators, primary screen, biochemical, luminescence; recombinant CYP2C19, luciferin-H EGE luminescence; stronger effect = higher value; 0 = fully inhibited enzyme, 1 = untreated enzyme; activation factor at 5 µM; 96,000 tested, under 10 active; AID 1025, 2008;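 active = activation factor of at least 2 at 5 µM in the primary screen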;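 also: 0 = wells with 2.5 mM tranylcypromine and 1 = vehicle-only wells; values of inactives mirror those of a sister screen read the other way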
# Target sequence (P33261 whole entry, looked up): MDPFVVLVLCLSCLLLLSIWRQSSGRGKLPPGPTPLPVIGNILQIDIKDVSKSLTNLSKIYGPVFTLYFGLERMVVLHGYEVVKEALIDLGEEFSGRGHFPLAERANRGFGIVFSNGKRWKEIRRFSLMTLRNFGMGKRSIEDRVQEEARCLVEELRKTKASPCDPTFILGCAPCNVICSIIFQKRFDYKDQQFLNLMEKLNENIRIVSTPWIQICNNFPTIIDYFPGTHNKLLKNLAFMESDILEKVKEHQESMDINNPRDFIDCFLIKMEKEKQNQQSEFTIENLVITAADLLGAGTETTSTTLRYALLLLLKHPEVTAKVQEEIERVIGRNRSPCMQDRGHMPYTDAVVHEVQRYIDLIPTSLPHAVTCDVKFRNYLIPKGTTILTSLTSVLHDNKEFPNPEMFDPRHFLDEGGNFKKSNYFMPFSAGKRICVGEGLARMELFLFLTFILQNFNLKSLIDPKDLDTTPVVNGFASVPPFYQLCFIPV
# VCAM1 TNFa inh – inhibitors of TNFa-induced VCAM1 expression, primary screen, imaging, HUVEC, TNFa stimulus, immunofluorescence; HUVEC TNFa-induced VCAM-1 immunofluorescence, high-content imaging; inhibition, % at 2 µM; 95,000 compounds, 0.48% hits; AID 802, 2007;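 active = inhibition above the batch mean plus 3 SD, with images confirmed as a hit by eye, cut at about 37% in these data; inconclusive = inhibition above that limit but hit not confirmed in images; inactive = inhibition not above that limit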;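 also: 0% = TNF-stimulated DMSO wells and 100% = unstimulated control wells; not every result past the cut was called active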
# Candida biofilm – clotrimazole potentiators killing Candida biofilms, primary screen, with clotrimazole, Alamar Blue; AID 834, 2007; inhibition, % at 6 µM; C. albicans biofilm + clotrimazole; 85,000 compounds, 0.14% hits;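 active = inhibition above 20%; inactive = inhibition below 20%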;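 also: preformed 24 hr biofilms exposed to compound for 48 hr; 0% = biofilm without compound and 100% = blank killed by clotrimazole plus chlorhexidine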
# CYP2C9 inhib – blockers of cytochrome P450 2C9 activity – biochemical, luminescence, ADME assay, primary screen. P11712. CYP2C9 Supersomes, luciferin-H conversion. inhibition, % at 5 µM. 96,000 compounds, 20% hits;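 active = blocking of liver enzyme CYP2C9 beyond about 50% at 5 µM, limit read from the data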; also: values of inactives mirror those of a sister screen read the other way
# Target sequence (P11712 whole entry, looked up): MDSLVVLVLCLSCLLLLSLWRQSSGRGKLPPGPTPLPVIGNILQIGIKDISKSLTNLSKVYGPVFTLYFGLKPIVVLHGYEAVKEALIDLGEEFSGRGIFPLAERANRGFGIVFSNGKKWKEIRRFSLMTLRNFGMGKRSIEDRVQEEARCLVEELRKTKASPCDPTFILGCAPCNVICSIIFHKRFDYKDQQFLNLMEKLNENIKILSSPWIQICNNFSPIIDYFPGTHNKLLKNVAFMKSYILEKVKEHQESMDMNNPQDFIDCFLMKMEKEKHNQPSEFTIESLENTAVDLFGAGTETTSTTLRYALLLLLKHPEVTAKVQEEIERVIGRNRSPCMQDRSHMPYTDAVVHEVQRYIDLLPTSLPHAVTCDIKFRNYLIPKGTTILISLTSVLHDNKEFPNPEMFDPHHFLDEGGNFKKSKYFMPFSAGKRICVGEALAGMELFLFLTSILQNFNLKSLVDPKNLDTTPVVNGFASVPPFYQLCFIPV
# TNFa cytotox – cytotoxicity in TNFa-stimulated HUVEC, primary screen, cytotoxicity control for VCAM1 expression modulator project, imaging, Hoechst nuclei count. HUVEC TNFalpha-stimulated, Hoechst cell count. 93,000 compounds, 0.17% hits. cell count reduction, % at 2 µM. AID 848, 2007;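 active = cell count reduction exceeding the screen mean by over 5 SD, scaled to untreated wells per plate, cut at about 78% in these data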;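 also: cells counted after 24 h of TNF alpha exposure following the 1 h pretreatment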
# CYP2C9 act – human CYP2C9 activators, primary screen, biochemical, luminescence; Cytochrome P450 2C9 (Homo sapiens), P11712; recombinant CYP2C9, luciferin-H conversion; stronger effect = higher value; factor 1 = untreated enzyme, 0 = blocked; activation factor at 5 µM; 96,000 compounds, 1.4% hits;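 active = activation factor of 2 or more for CYP2C9 at a 5 µM dose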;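 also: 0 = sulfaphenazole-blocked wells and 1 = vehicle-only wells; values of inactives mirror those of a sister screen read the other way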
# IL1B cytotox – cytotoxicity in IL-1B stimulated HUVEC, primary screen, cytotoxicity control for IL-1B NFkB translocation project, imaging, Hoechst nuclear count, IL-1B stimulus; HUVEC cell count loss; cell count reduction, % at 2 µM; 94,000 compounds, 0.41% hits;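 active = cell count reduction more than 3 SD above the screen-wide mean, cut at about 70% in these data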;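 also: normalized per plate to untreated control cells as the no-loss baseline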
# CYP2C19 inh – blockers of cytochrome P450 2C19 activity – biochemical, luminescence, ADME assay, primary screen; CYP2C19 Supersomes, luciferin-H EGE luminescence, 30 min; inhibition, % at 5 µM; P33261; 96,000 compounds, 21% hits;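 active = CYP2C19 inhibition above a set limit at 5 µM in the primary screen, cut at about 50% in these data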;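 also: plate controls were negative control wells for no effect and 2.5 mM tranylcypromine positive control for full effect; values of inactives mirror those of a sister screen read the other way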
# DAT uptake mod – changed hDAT dopamine uptake under cocaine IC80, either direction, primary screen, cocaine antagonist project, cell-based, LLC-PK1 hDAT, [14C]-dopamine uptake, MLSMR | Sodium-dependent dopamine transporter (Homo sapiens), Q01959 | LLC-PK1 hDAT cells, [14C]-dopamine uptake with cocaine IC80; actives deviate in either direction | B-score at 10 µM | 110,000 compounds, 1.3% hits | AID 449768, 2010;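 active = Z score or B-score, a plate-position-corrected score, falls beyond the plate's 99.7% confidence bounds, in either direction; inactive = both scores lie inside the 99.7% bounds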;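 also: scored against the spread of the other compound wells on the same plate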
# Numbers without * were called inactive; ? = inconclusive; nt = no result given. Rows were taken by chance, and some 29% of all compounds hit somewhere here.
SMILES,CYP2C19 act,VCAM1 TNFa inh,Candida biofilm,CYP2C9 inhib,TNFa cytotox,CYP2C9 act,IL1B cytotox,CYP2C19 inh,DAT uptake mod
CCN(CC)C(=S)NC(=O)c1ccc(Cl)cc1Cl,0.7,26,nt,5,-3,1,4,34,-0.72
CC(C)NC1CS(=O)(=O)CC1O (stereo unspecified),1,?,8,-5,100*,1.1,-7,-5,-0.43
O=c1[nH]c2ccc(NC(=S)Nc3ccccc3Cl)cc2[nH]1,0.7,4,nt,22,-7,0.8,7,32,-0.0071
CC(=O)c1oc2ccccc2c1N,0.9,5,4,6,-21,0.9,-24,12,-0.33
CCOC(=O)CCc1nc2ccccc2[nH]1,0.3,7,0,24,-6,0.8,-22,69*,0.1
Cc1ccc(C)c(N2CCN(CC(=O)Nc3ccc([N+](=O)[O-])cc3C(=O)Nc3ccccc3F)CC2)c1,0.7,37,nt,29,-10,0.7,-130,33,0.15
CCOC(=O)C(C(=O)OCC)C(CC(=O)C1CC1)c1ccccc1 (stereo unspecified),0.8,0,7,1,17,1,-11,19,0.21
CCCC(=O)Nc1ccc(C#Cc2ccccc2)cc1,1.1,6,nt,-50,-10,1.5,-12,-5,-0.54
COc1ccccc1NC(=O)c1nnn(Cc2ccccc2)c1NC(C)=O,0.8,-2,0,18,-21,0.8,-52,18,0.13
Cc1cc(Br)c2c(c1)=C(c1sc(N3CCCCCC3)nc1O)C(=O)N=2,1,3,-6,-33,-13,1.3,3,2,-0.16
COc1cc(C(=O)Nc2nnc(C)s2)cc(OC)c1OC,1.2,-29,2,-18,31,1.2,15,-19,0.86
O=C(CN1C(=O)c2cccc3cccc1c23)N1CCN(c2cccc(Cl)c2)CC1,1,42,9,-24,-6,1.2,14,-1,0.058
Cc1[nH]c(=O)[nH]c(=O)c1NC(=O)c1cccs1,1,7,9,16,5,0.8,-2,3,-0.31
CCOC(=O)c1[nH]c2ccccc2c1NC(=O)CN(C)C,0.7,-1,6,5,-4,0.9,-13,32,1.4
O=C(O)CCn1c(SCc2cccc3ccccc23)nc2ccccc21,0.6,7,3,66*,4,0.3,-14,43,-0.068
CCC(=O)Oc1ccc2c(C)cc(=O)oc2c1C,1,nt,nt,-23,nt,1.2,nt,2,nt
COc1cc2c(cc1OC)C(C)N(C(C)=O)CC2 (stereo unspecified),nt,-1,5,nt,-26,nt,0,nt,-0.41
CC(C)c1c(O)nc(SCC(=O)Nc2ccc3c(c2)CCC3)[nH]c1=O,0.9,nt,nt,22,nt,0.8,nt,8,0.63
CCN1CCN(c2nc3sc4c(c3c(=O)n2-c2ccc(OC)cc2)CCCCC4)CC1,1,15,8,3,-11,1,15,4,2
Cc1ccc(C)c(C2=CSC3=NS(=O)(=O)CCN23)c1,1,-5,2,2,17,1,-9,4,-2.6
CC(=O)Nc1nc(C)c(-c2csc(Nc3cccc([N+](=O)[O-])c3)n2)s1,0.2,-7,nt,89*,-22,0.1,-9,83*,0.33
COC(=O)c1cccc(NC(=O)CSc2nnc(COc3ccccc3)n2C)c1,1,-2,9,12,-20,0.9,3,2,0.29
O=C(CN1CCCC1)Nc1ccc(Oc2ccc(NC(=O)CN3CCCC3)cc2)cc1,1,-1,4,6,-18,0.9,-47,-1,-0.61
COc1ccc(S(=O)(=O)Nc2cc(C)cc(C)n2)c2ccccc12,0.8,7,7,28,7,0.7,-8,23,1.2
Cc1cc(C)n(CC(O)CN(c2ccccc2)S(=O)(=O)c2ccccc2)n1 (stereo unspecified),0.9,-2,nt,18,-9,0.8,-4,13,-0.0023
CC1CCN(CCC(=O)Nc2ccc3c(c2)CCC3)CC1,nt,13,13,nt,-38,nt,-16,nt,-0.46
CSc1cccc(NC(=O)c2c(Cl)cnn2C)c1,1,31,1,0,-20,1,3,2,-0.21
COCCNS(=O)(=O)c1cccn1-c1ncc(C(F)(F)F)cc1Cl,1.1,-3,-1,-7,-24,1.1,-1,-9,-0.15
COc1cccc(C2=NOC(C(=O)Nc3cc(OC)c(OC)c(OC)c3)C2)c1 (stereo unspecified),0.8,-2,10,-8,-28,1.1,-5,20,2.4
CSc1cc(-c2ccc(Cl)cc2)n(Cc2ccccc2)c(=O)c1C#N,1.1,12,-1,-12,28,1.1,7,-7,-0.6
CCOC(=O)c1c(C)sc(Sc2ccc(Cl)cc2[N+](=O)[O-])c1OC,0.2,-6,3,21,-17,0.8,-124,81*,0.002
Fc1ccc(-c2nnc(CSc3nnc(-c4ccc5c(c4)OCO5)o3)o2)cc1,1.1,6,8,-13,-9,1.1,14,-8,1.6
CC(C)NC(=O)NC(=O)CSc1ncc(C(F)(F)F)cc1Cl,0.8,8,9,-6,8,1.1,-1,20,-0.54
Cn1c(=O)[nH]c(=O)c2c1nc(CN1CCN(c3cccc(Cl)c3)CC1)n2CCN1CCOCC1,1,-28,7,8,-19,0.9,-1,2,0.99
CCC(=O)N1CCc2cc(S(=O)(=O)NCCC(=O)Nc3cc(C)cc(C)c3)ccc21,0.8,11,0,10,-13,0.9,-24,16,-0.29
COc1cccc(C(=O)NCc2cn3ccsc3n2)c1,0.9,-12,-19,-12,-3,1.1,-46,9,-0.19
CCCSc1nnc(-c2cnn(-c3ccccc3)c2-n2cccc2)n1C,0.9,-36,6,6,4,0.9,-83,9,0.081
Cn1c(SCc2nc(-c3ccc(Cl)cc3)no2)nnc1-c1cccs1,0.8,nt,-2,16,nt,0.8,17,24,-0.58
COc1ccc(-c2noc(C3CCCN(C(=O)CCc4ccccc4)C3)n2)cc1 (stereo unspecified),0.6,-14,3,70*,6,0.3,-22,44,1.5
Cn1c(=O)c2c(SCc3cccnc3)nc(C3CC3)nc2n(C)c1=O,0.1,9,-7,57*,-32,0.4,-4,88*,0.033
Cc1sc(NC(=O)c2sc3nc4c(C)cccc4cc3c2N)c(C#N)c1C,0.8,-5,nt,11,-10,0.9,-2,18,0.73
c1ccc(C2CC(c3cccs3)n3nnnc3N2)cc1 (stereo unspecified),0.2,-3,3,74*,-32,0.3,-76,83*,0.0021
CCCOc1ccc(C2C(C(=O)c3ccco3)=C(O)C(=O)N2CCCn2ccnc2)cc1 (stereo unspecified),0.7,-52,6,61*,-43,0.4,-20,25,nt
O=C(NCC1CCCO1)C1CCCN(S(=O)(=O)c2cccc3nsnc23)C1 (stereo unspecified),1.1,-1,4,-25,-7,1.2,-27,-5,-0.23
CC/C(=N\NC(=O)CNC(=O)/C=C/c1ccco1)c1ccccc1,0.6,?,nt,22,11,0.8,nt,38,1
Cn1c(=O)c2c(n(Cc3ccccc3)c1=O)NC(=O)C2CC(=O)N1CCc2ccccc2C1 (stereo unspecified),1.1,nt,5,-4,nt,1,nt,-9,-0.044
O=C(c1ccco1)N1CCN(c2ccc(Cl)cc2)CC1,0.7,1,2,47,7,0.5,-21,32,0.46
Cc1noc(/C=C/c2ccco2)c1S(=O)(=O)N1CCC(C(=O)N2CCc3ccccc32)CC1,0.8,3,8,77*,-15,0.2,4,24,1.4
CC(NC(=O)OC(C)(C)C)C(=O)N1CCCC1C(=O)NC(Cc1ccccc1)C(N)=O (stereo unspecified),1,nt,8,0,nt,1,10,-2,-0.1
Cc1c(C(=O)N2CCN(Cc3ccccc3)CC2)sc2ncnc(N3CCOCC3)c12,0.5,nt,2,32,nt,0.7,nt,55*,2
Cc1ccc(C)c(NC(=O)CN(C)C(=O)CCN2C(=O)c3ccccc3C2=O)c1,0.9,12,10,8,-6,0.9,3,8,-0.16
CC1=NN(C(C)C)C(=O)C1,1.1,-25,10,13,6,0.9,nt,-7,-0.12
O=C(Nc1ccon1)c1ccc(S(=O)(=O)N2CCCCCC2)cc1,1.2,-20,5,39,-13,0.6,-6,-16,-0.45
c1ccc(OCCOc2ncnc3ccccc23)cc1,0.4,nt,-5,25,nt,0.7,nt,60*,0.92
Cc1ccccc1C(=O)Nc1ccc(S(=O)(=O)N2CCN(C)CC2)cc1,1,0,0,5,-34,1,4,-5,0.11
Nc1nc(-c2ccccc2)c(-c2ccccc2)s1,0.6,-3,nt,-8,-1,1.1,-26,38,-1
Clc1cccc(CSc2nnc(-c3ccccn3)n2Cc2ccco2)c1,0.5,-10,8,85*,-18,0.2,-13,50*,0.88
N#CCCCCN1c2cccc3cccc(c23)S1(=O)=O,0.1,4,3,-388,4,4.9*,3,85*,0.11
O=C(OCN1C(=O)c2ccccc2C1=O)c1ccco1,1,-8,3,-6,8,1.1,-17,4,0.15
Cn1c(SCC(=O)c2ccccc2)nnc1-c1ccc(O)cc1,0.1,6,5,-78,-7,1.8,-1,93*,0.44
# More compounds.
SMILES,CYP2C19 act,VCAM1 TNFa inh,Candida biofilm,CYP2C9 inhib,TNFa cytotox,CYP2C9 act,IL1B cytotox,CYP2C19 inh,DAT uptake mod
Cc1nc(C2CC(=O)OC23CCCCC3)cs1 (stereo unspecified),0.2,-3,13,18,-4,0.8,-26,78*,0.36
CN(C)C(=O)c1c(NC(=O)c2ccco2)sc2c1CCCCC2,nt,-5,-1,nt,nt,nt,-23,nt,-0.057
N#Cc1cc2c(nc1SCc1cccnc1)CCCCC2,0.2,-5,-1,50,nt,0.5,-46,80*,0.74
CC1N=C2c3ccccc3N=C(SCc3cc(=O)n4cc(Cl)ccc4n3)N2C1=O (stereo unspecified),nt,5,7,nt,-12,nt,-12,nt,0.55
COc1ccc(Cl)cc1NC(=O)C(=O)N/N=C/c1cc(C)n(-c2ccc(C)cc2)c1C,1,-7,nt,-80,2,1.8,-5,1,-0.65
C=CCc1cc(C)cc(C)c1OCCn1cncn1,nt,-6,6,nt,-2,nt,27,nt,-0.33
O=C(Cn1nc(C(F)(F)F)c2c1CCC2)Nc1ccccc1C(F)(F)F,nt,3,-2,nt,0,nt,-13,nt,0.13
CCCC(=O)NCc1nc2ccccc2n1C,1.1,9,6,-21,-2,1.2,-5,-14,0.78
O=C(NC1CCCCCC1)c1cccc(COCC(F)(F)F)c1,nt,12,7,nt,-9,nt,14,nt,0.035
c1cnc(-c2nnc3n2CCCCC3)cn1,0.9,2,5,-7,-16,1.1,11,8,-1.4
Cc1cn(S(=O)(=O)c2ccc(Br)c3ccccc23)cn1,0.7,10,nt,-2,-18,1,nt,27,-0.83
CCC(=O)n1nc(NCc2ccccc2OC)nc1NCc1ccccc1OC,0.6,3,-2,52*,-10,0.5,11,36,0.76
CCn1c(SCC(=O)C(C)(C)C)nnc1-c1cccnc1,1.2,18,4,-13,-1,1.1,-49,-16,-0.035
COC(=O)[C@H](C)NC(=O)Nc1cccc(C(F)(F)F)c1,nt,0,5,nt,-1,nt,-2,nt,nt
CC1Cc2nc(SCC(=O)Nc3ccc4c(c3)OCO4)n(Cc3ccccc3)c(=O)c2S1 (stereo unspecified),0.2,17,4,75*,-6,0.3,0,84*,1.3
CCn1c(SCC(=O)NCc2ccccc2)nc2ccccc2c1=O,0.6,4,6,27,-7,0.7,-226,44,-0.21
